# MBNL1-CUG inh = inhibitors of human MBNL1 binding to CUG repeat RNA. Potency, µM (highest dose often 57.5 µM), inactives show at the top dose activity change, negative = inhibition, usual class: inhibitors. TR-FRET MBNL1-His/biotin-(CUG)12 binding, 665/545 ratio. 280,000 compounds, 0.036% hits. Q9NR56. AID 2675; active = well fitted inhibition curve with a large enough effect in the signal ratio, with a control signal flat, not every such curve was filed as active; inconclusive = small, poorly fitted or top-dose-only effect, or effect the other way, or a change in a side signal; inactive = no such curve, though single readings can be large or run the other way; the % refers to the signal ratio; also: potency is read from the fitted curve at half-maximal effect; % is scaled to controls: 0 for no effect and ±100 for the full control effect
# Target sequence (Q9NR56 whole entry, looked up): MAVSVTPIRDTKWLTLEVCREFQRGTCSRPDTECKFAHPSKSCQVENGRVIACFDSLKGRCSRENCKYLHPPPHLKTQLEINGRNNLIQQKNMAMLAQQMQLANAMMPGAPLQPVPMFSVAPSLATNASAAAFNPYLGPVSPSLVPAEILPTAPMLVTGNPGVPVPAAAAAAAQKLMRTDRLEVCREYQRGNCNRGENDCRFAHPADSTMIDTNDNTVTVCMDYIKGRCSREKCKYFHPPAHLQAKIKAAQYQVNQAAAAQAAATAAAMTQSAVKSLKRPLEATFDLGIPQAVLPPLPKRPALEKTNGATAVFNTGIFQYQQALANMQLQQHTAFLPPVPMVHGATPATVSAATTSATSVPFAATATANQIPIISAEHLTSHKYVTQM
#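 Compounds (final 92 nM to 58 uM) are added to His-tagged MBNL1 and biotin-(CUG)12, then terbium anti-His antibody and streptavidin-XL665 (5 nM final). After 60 min at room temperature, the 665/545 nm ratio is read.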
# TCR activator = T cell receptor activation | 330,000 tested, under 10 active | Potency, µM (titrated, usually from 9.22 µM), without a hit: at the highest dose activation of IL-2 secretion, actives largely listed as activators | AID 504894 | primary human leukocytes, anti-CD3, IL-2 HTRF, 48 h; also: % of control where 0% means no effect
#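 Primary human leukocytes were stimulated with a-CD3 beads plus compounds for 48 hr without co-stimulation; secreted IL-2 was quantified by HTRF using a-IL-2-K (europium cryptate) and a-IL-2-d2, excited at 320nm with acceptor emission read at 665nm.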
# a7 integrin act = activates integrin-mediated alleviation for muscular dystrophy. alpha7betagal myoblasts, beta-gal FDG fluorescence, 48 h. Potency, µM (highest dose often 38.3 µM), without a hit: top-dose activation, usual class: activators. 350,000 compounds, 0.064% hits. AID 624291;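 also: potency is read from the fitted curve at half-maximal effect; 100% = response of the positive control SU9516; nearly all actives have a fitted effect of over 60% in size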
#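 alpha7betagal+/- myoblasts (passage 13, 250/well) treated 48 h at 37C with compounds at 1:260 dilution of DMSO stock. Lysed, then beta-galactosidase activity read as FDG fluorescence (ex 480/em 540) after 30 min, with pre-read for autofluorescence.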
# TSG101-PTAP inh = blocks PTAP/TSG101 interaction to inhibit HIV-1 budding | Fluorescence polarization, FITC-PTAP peptide / Tsg101 binding | Potency, µM (titrated, usually from 115 µM), for inactives: top-dose activity change, negative = inhibition, actives largely listed as inhibitors | Q99816 | 340,000 tested, under 10 active | AID 493005; active = well fitted inhibition curve with a large enough effect in the main read-out, with a control signal flat, not every such curve was filed as active; inconclusive = small, poorly fitted or top-dose-only effect, or effect the other way, or a change in a side signal; inactive = no such curve, though single readings can be large or run the other way; also: potency is read from the fitted curve at half-maximal effect; % of control where 0% means no effect
# Target sequence (Q99816 whole entry, looked up): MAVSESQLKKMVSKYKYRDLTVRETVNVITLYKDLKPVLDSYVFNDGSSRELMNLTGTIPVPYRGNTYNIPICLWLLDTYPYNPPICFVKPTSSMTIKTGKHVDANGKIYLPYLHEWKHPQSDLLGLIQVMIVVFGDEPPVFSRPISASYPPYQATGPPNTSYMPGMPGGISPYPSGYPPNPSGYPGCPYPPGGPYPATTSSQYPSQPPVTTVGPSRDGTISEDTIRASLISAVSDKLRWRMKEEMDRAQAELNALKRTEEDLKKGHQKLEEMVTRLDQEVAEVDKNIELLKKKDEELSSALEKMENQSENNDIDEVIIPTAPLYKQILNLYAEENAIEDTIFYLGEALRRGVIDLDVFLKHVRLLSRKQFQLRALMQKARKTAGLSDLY
#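 Compounds were pin-transferred onto Tsg101 binding domain (10 uM final) in HEPES pH 7.5 buffer, then FITC-PTAP peptide was added at 50 nM final. After 20 min at RT, polarization reported peptide displacement across a qHTS concentration series.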
# Menin-MLL TR inh = displaces Texas Red mutant MLL peptide from human menin | O00255 | Potency, µM (doses to about 61.6 µM), for the others: top-dose FP activity change, negative = inhibition, hits mostly inhibitors | Menin + Texas Red MLL mutant peptide, fluorescence polarization | 270,000 compounds, 0.23% hits; active = well fitted inhibition curve with a large enough effect in the polarisation, with a control signal flat, not every such curve was filed as active; inconclusive = small, poorly fitted or top-dose-only effect, or effect the other way, or a change in a side signal; inactive = no such curve, though single readings can be large or run the other way; the % refers to the polarisation; also: potency is read from the fitted curve at half-maximal effect; % of control where 0% means no effect; many of its hits are not listed in these tables
# TSHR antagonist = blocks TSH signaling through the human TSH receptor; AID 504810; TSHR-expressing cells, TSH-stimulated cAMP HTRF, 2 h; hits give low values; P16473; 330,000 compounds, 0.2% hits; activity change, negative = inhibition, % at 11.5 µM;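 active = activity change below a set negative limit, meaning inhibition stronger than a set level, cut at about -70% in these data; inconclusive = activity change between two set negative limits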; also: % is scaled to controls: 0 for no effect and ±100 for the full control effect
#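 Competitive HTRF cAMP read-out (cryptate anti-cAMP antibody, cAMP-d2; 30 min, room temperature) in freshly harvested TSHR cells. Compounds added before TSH at EC80 (4nM final), followed by 2 hours' incubation at 37 deg C.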
# MLL CXXC-DNA inh = MLL CXXC-DNA interaction inhibition; 290,000 compounds, 0.037% hits; Q03164; Potency, µM (series often up to 115 µM), for the others: at the top dose activity change, negative = inhibition, most hits filed as inhibitors; MLL-CXXC / FITC-HOXA9 DNA fluorescence polarization; active = well fitted inhibition curve with a large enough effect in the polarisation, with a control signal flat, not every such curve was filed as active; inconclusive = small, poorly fitted or top-dose-only effect, or effect the other way, or a change in a side signal; inactive = no such curve, though single readings can be large or run the other way; the % refers to the polarisation; also: potency is read from the fitted curve at half-maximal effect
#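 Purified MLL-CXXC (added from a 7 uM solution) was preincubated 5 min at ambient with pinned compounds in 50 mM Tris-HCl pH 7.5, 50 mM NaCl, 1 mM DTT, 0.05% BSA. Fluorescein-labeled HOX-A9 DNA (50 nM solution) followed, 30 min, then polarization read.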
# AT treatment = potential ataxia-telangiectasia treatments restoring KAP-1 phosphorylation. […] A-T fibroblasts, KAP-1 phosphorylation AlphaLISA; neocarzinostatin DNA damage 30 min before lysis. Potency, µM (titrated, usually from 57.5 µM), inactives show top-dose activation, most hits filed as activators. 320,000 compounds, 0.19% hits. AID 485349; also: potency is read from the fitted curve at half-maximal effect; % of control where 0% means no effect; nearly all actives have a fitted effect of over 45% in size
#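 hTERT-immortalized A-T patient fibroblasts ([…]), 500 cells/well in OPTI-MEM, 1% FBS, got compounds for 60 min, then NCS for 30 min at 37C. Lysates were then assayed for phospho-KAP-1 by AlphaLISA (anti-pKAP1 donor, anti-KAP1 acceptor beads), 6 hr at 25C.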
# S-ASM inh = inhibitors of human secretory acid sphingomyelinase; P17405; placental ASM, HMU-PC fluorogenic substrate, 60 min; Potency, µM (series often up to 57.5 µM), inactives show top-dose activity change, negative = inhibition, hits mostly inhibitors; 340,000 compounds, 0.006% hits; also: potency is read from the fitted curve at half-maximal effect
#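 Fluorogenic HMU-PC substrate (9 uM final) is turned over by placental ASM in 60 min at 37 C after a 10 min compound preincubation. Reaction ended by alkaline stop (pH 10), with fluorescence read at 386/447 nm.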
# Mito fusion yeast = mitochondrial division inhibition or fusion activation; Potency, µM (series often up to 46.1 µM), for the others: at the highest dose growth rescue (activation), usual class: activators; S. cerevisiae fusion-defective mutant growth rescue, CellTiterGlo 48 h; AID 485298; 320,000 compounds, 0.23% hits;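 also: potency is read from the fitted curve at half-maximal effect; % of control where 0% means no effect; nearly all actives have a fitted effect of over 45% in size; temperature-sensitive fusion mutants such as fzo1-1 at 37 °C on non-fermentable ethanol glycerol medium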
#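 Read-out: ATP-based luminescence (CellTiterGlo, 10 min ambient) reporting growth of fusion-defective ts yeast after 48 hours at 37C on glycerol/ethanol YPEG medium in the presence of compound.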
# * marks the source's active call; other numbers are inactive results; i = inactive; ? = inconclusive; . = not tested or not shown; [ ] = dose if it differs, or a comment. Unless noted, calls follow the shape of the dose curve; as a rule, active = well fitted curve in the direction sought with a large enough effect; inconclusive = small, poorly fitted or top-dose-only effect, or another doubt; inactive = no such curve, though single readings can be large; an effect the other way counts as inactive or inconclusive. An excerpt; the hit share may differ from the screen's.
SMILES,MBNL1-CUG inh,TCR activator,a7 integrin act,TSG101-PTAP inh,Menin-MLL TR inh,TSHR antagonist,MLL CXXC-DNA inh,AT treatment,S-ASM inh,Mito fusion yeast
COc1ccc(C(=O)NC2CC2)cc1OC1CCN(Cc2ccc(Cl)cc2)CC1,-7%,0%,-31%[inhibitor],-4%,.,1,-4%,2%,2%,6%
COc1ccc(-c2cnc3ncnn3c2N)cc1,5%,8%,4%,0%,-11%,8,8%,1%,1%,-3%
CCn1c(Cc2ccc(OC)cc2)nnc1SCc1nc2ccccc2c(=O)[nH]1,-1%,4%,23%,0%,-1%,-8,-2%,5%,0%,5%
CCOC(=O)c1c(NC(=O)CN2C(=O)NC3(CCCC3)C2=O)sc(C)c1CC,.,13%,8%,-5%,.,9,.,-3%,.,19%
Cc1cc(Oc2ccc(-c3ccccc3)cc2)n2ncnc2n1,-10%,-4%,-17%,-13%,0%,-7,3%,-4%,7%,-4%
O=c1[nH]c2ccccc2n1C1=CCCC1,-13%,-1%,-1%,-3%,4%,3,2%,5%,6%,1%
O=C(CCCOc1ccccc1)Nc1nccs1,3%,1%,4%,-9%,12%,5,-5%,.,-1%,8%
O=C(Oc1ccc2ccc(=O)oc2c1)N1CCOCC1,5%,1%,9%,-2%,4%,11,-14%,6%,157%[activator],-2%
O=C1/C(=C/c2ccc(F)c(F)c2)CSc2sccc21,17%,-1%,27%,-2%,3%,-9,0%,4%,-1%,16%
COc1ccc(OC)c(C(O)c2nc3ccccc3n2C)c1 (stereo not drawn),1%,6%,-18%,1%,6%,48,6%,7%,0%,2%
CSc1ccccc1OCc1cc(C(=O)N(C)Cc2ccc(C)o2)no1,4%,1%,3%,1%,4%,-17,-6%,-4%,-4%,0%
Cc1ccc(NC(=O)CN(C)S(=O)(=O)c2cccc3nsnc23)cc1,?,6%,-1%,1%,-27%,-9,2%,6%,0%,-2%
O=C(CN(c1ccc(F)cc1)S(=O)(=O)c1ccc2c(c1)OCCO2)N1CCOCC1,-1%,9%,-2%,-7%,-1%,6,11%,3%,3%,-7%
COc1ccc(C2NCCc3c2[nH]c2ccccc32)cc1CSc1nc2ccccc2s1 (stereo not drawn),?,0%[46.1 µM],-49%[inhibitor],-4%,-20%,22,?,8%,-19%,-30%
CCN(c1ccccc1)S(=O)(=O)c1ccc(OC)c(NC(=O)COc2ccc(C(C)=O)cc2)c1,.,3%,9%,-6%,.,1,.,-5%,-1%,2%
COc1c(/C=N/NC(=O)[C@H]2C[C@@H]2c2ccccc2)c(CCN(C)C(C)=O)cc2c1OCO2,-3%,3%,-19%,1%,.,-5,-5%,-4%,-2%,1%
COCCNC(=O)COC(=O)C1=Cc2ccccc2OC1,?,-1%,-9%,-7%,-3%,-8,8%,5%,8%,-4%
Brc1ccc(C2=Nn3c(nnc3-c3n[nH]c4c3CCC4)SC2)cc1,-6%,1%,29%,-3%,?,-1,2%,0%,?,16µM*
CCCCNC(=O)N1CCN(C/C=C/c2ccccc2)CC1,4%,5%,-19%,3%,-18%,-8,-17%,1%,2%,3%
CCNC(=O)N1C(=O)C2(OCCO2)c2cc(Br)ccc21,-3%,3%,5%,-6%,7%,-10,3%,2%,-1%,1%
CCCCC(=O)Nc1ccccc1N1CCOCC1,.,-1%,5%,1%,0%,-6,-5%,2%,-2%,0%
CCN(CC)c1ccc(NC(=O)Cn2c(C(C)NC(=O)c3ccc(C)cc3)nc3ccccc32)cc1 (stereo not drawn),-5%,1%,8%,-7%,12%,-1,-5%,6%,-1%,0%
COC(=O)[C@@H](NCc1cccc(CN([C@H](C(=O)OC)C(C)C)S(C)(=O)=O)c1)C(C)C,-6%,-2%,-14%,.,-18%,-2,-1%,23%,-2%,-2%
Cc1ccc2cccc(S(=O)(=O)NC3CCS(=O)(=O)C3)c2n1 (stereo not drawn),-8%,.,-21%[7.66 µM],-5%,-3%,9,0%,5%,2%,-12%
COc1ccc(CNC(=O)CCCC2=NS(=O)(=O)c3ccccc3N2)cc1,-13%,-8%,-60%[inhibitor],-1%,.,9,-11%,-4%,-1%,11%

# (next part)
SMILES,MBNL1-CUG inh,TCR activator,a7 integrin act,TSG101-PTAP inh,Menin-MLL TR inh,TSHR antagonist,MLL CXXC-DNA inh,AT treatment,S-ASM inh,Mito fusion yeast
COc1ccc(N2CCN(S(=O)(=O)CCNC(=O)c3ccc4c(c3)OCO4)CC2)cc1,.,6%,-1%,-9%,.,-8,.,1%,-3%,-1%
CCOC(=O)c1sc(NC(=O)CSc2nnnn2-c2ccc(C)cc2C)nc1C,3%,9%,13%,2%,10%,-5,19%,.,2%,5%
N#Cc1ccc(C(=O)OCC(=O)N2CCN(C(=O)c3ccco3)CC2)cc1,.,-6%,-15%,-3%,.,9,.,15%,1%,.
COc1ccc(C(=O)NC(Cc2ccc(OC(=O)c3ccc(OC)cc3)cc2)C(=O)O)cc1 (stereo not drawn),-7%,-3%,0%,-3%,6%,-11,65%[activator],3%,3%,-6%
COc1cc(C(=O)NC(=S)Nc2ccc3c(c2)C(=O)N(C)C3=O)cc(OC)c1OC,31%[activator][11.5 µM],-4%[46.1 µM],7%,1%,-3%,-6,2%,1%,2%,-22%
COc1ccc(/C=C2\OC(=O)c3c(OC)cccc32)cc1OC,31%[activator],2%,-14%,-5%,9%,-10,7%,22%,i,-1%
CC(/C=N/NC(=O)Cn1cnc2ccccc21)=C\c1ccccc1,9%,0%[46.1 µM],-25%,-6%,-17%,-7,-1%,12%,?,-1%
O=[N+]([O-])c1ccc2nnn(O)c2c1,?,2%[46.1 µM],19%,-1%,-7%,4,-6%,3%,0%,-15%
CCCn1c(-c2ccc(C(=O)OC)cc2)nc2c1c(=O)[nH]c(=O)n2Cc1ccccc1,0%,3%,-8%,-1%,-7%,6,31%[activator],17%,119%[activator],3%
CCCn1c(SCC(=O)N2CCc3ccccc3C2)nc(O)cc1=O,.,-3%,-8%,-1%,.,.,.,5%,0%,.
COc1cc(Br)ccc1C1CC(=O)C(C)C(c2ccc(Br)cc2OC)N1 (stereo not drawn),-4%,-6%,-11%,-7%,25%,10,9%,39%,-9%,14%
Cn1cc([C@@H]2C[C@H]3CN(Cc4cccc(Cl)c4)C(=O)[C@]34CCCN24)c2ccccc21,-5%,-32%,-15%,4%,?,-2,19%,0%,-2%,-1%
Cc1cccc(NS(=O)(=O)Cc2ccccc2)c1C,-4%,.,13%,0%,0%,1,0%,19%,4%,2%
CC(C)C(=O)Nc1ccc2c(c1)nc(CCN1CCN(c3ccccn3)CC1)n2C,4%,0%,-1%,-2%,0%,-4,6%,-2%,-2%,7%
O=C(OCC1CC(c2ccccc2Cl)=NO1)c1ccc(Br)cc1 (stereo not drawn),-6%,-4%[46.1 µM],32%,-1%,8%,-4,-3%,7%,0%,0%
Oc1ccccc1/C=N/n1cnnc1,2%,2%,0%,-2%,2%,2,7%,.,27%,-1%
COc1cc2c(=O)n(CC3CCCO3)c(=O)n(CC(=O)Nc3ccccc3)c2cc1OC (stereo not drawn),-4%,9%,-9%,-1%,-21%,30,-5%,6%,2%,3%
COc1cccc(NC(=O)N2CCC(N3CCCCC3)CC2)c1,-9%,-5%[46.1 µM],10%,-1%,6%,13,7%,.,1%,1%
CCN(/C(N)=N/c1nc(C)cc(C)n1)c1ccccc1,1%,3%,-58%[inhibitor],0%,19%,-16,3%,0%,3%,-1%
CCCCn1nc(C(=O)Nc2cccc(C(=O)NC3CC3)c2)c2ccccc2c1=O,.,-18%,-30%,2%,.,-16,.,3%,-6%,6%
C/C(=N\NS(=O)(=O)c1cccc([N+](=O)[O-])c1)c1cccnc1,?,-34%,6%,-1%,-24%,-1,9%,-2%,0%,-3%
Cc1cc(C)c(NC(=O)C2CCN(C(=O)c3ccco3)CC2)c(C)c1,-2%,0%,6%,-1%,-10%,5,-1%,1%,-4%,-1%
CCOc1ccc(C2CC(c3cccc(C)c3)n3ncnc3N2)cc1 (stereo not drawn),-5%,0%,-34%,-3%,-5%,9,-17%,1%,12%,-4%
O=C(CSc1nccn(-c2ccc3c(c2)OCCO3)c1=O)Nc1ccccc1,.,6%,-2%,-2%,.,-3,.,0%,4%,9%

# Source: PubChem BioAssay (National Center for Advancing Translational Sciences (NCATS))
